Source: PubChem BioAssay
Pol iota inh = inhibitors of human DNA polymerase iota; Q9UNA4; Pol iota fluorescent replication assay, 10 min; Potency, µM (series often up to 115 µM), inactives show top-dose activity, negative = inhibition, most hits filed as inhibitors; hit rate 1% among 390,000; note: potency is the fitted concentration of half-maximal effect
Target sequence (Q9UNA4 whole entry, looked up): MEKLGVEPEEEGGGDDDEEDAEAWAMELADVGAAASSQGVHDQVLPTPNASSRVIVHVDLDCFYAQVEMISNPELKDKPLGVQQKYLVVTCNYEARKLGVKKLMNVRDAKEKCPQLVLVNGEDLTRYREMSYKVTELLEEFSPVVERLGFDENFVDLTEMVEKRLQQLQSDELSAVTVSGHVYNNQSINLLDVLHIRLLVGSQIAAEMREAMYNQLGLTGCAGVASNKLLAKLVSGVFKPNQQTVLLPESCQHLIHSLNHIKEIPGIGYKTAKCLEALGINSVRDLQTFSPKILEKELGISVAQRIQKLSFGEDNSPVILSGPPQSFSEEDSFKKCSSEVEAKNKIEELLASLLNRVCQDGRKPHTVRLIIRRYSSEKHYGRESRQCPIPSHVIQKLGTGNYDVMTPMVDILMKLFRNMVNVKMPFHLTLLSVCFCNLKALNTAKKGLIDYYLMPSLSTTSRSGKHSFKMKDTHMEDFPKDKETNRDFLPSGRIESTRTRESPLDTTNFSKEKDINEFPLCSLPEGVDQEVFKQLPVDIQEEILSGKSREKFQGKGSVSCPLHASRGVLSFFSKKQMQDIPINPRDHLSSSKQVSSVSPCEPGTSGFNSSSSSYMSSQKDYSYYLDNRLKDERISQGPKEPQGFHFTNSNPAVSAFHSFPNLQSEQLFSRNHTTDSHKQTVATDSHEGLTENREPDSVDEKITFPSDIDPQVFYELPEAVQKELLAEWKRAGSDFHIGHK
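Fluorescent replication assay read twice, at 0 min and 10 min after adding 50 nM (final) substrate. Enzyme (10 nM) and compounds were first incubated 15 min at room temperature; enzyme-free buffer wells were negative controls.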
POLK inh = blocks human DNA polymerase kappa activity. Q9UBT6. purified Pol kappa, fluorescent DNA synthesis assay, 10 min. Potency, µM (series often up to 107 µM), without a hit: at the highest dose activity, negative = inhibition, hits mostly inhibitors. hit rate 0.53% among 400,000; note: potency is the fitted concentration of half-maximal effect; % is set by controls: 0 for no effect and ±100 for the full control effect
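50 nM final substrate added after 15 min RT preincubation of 10 nM Pol kappa with compound; fluorescence read at 0 and 10 min.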
Pol beta inh = blocks human DNA polymerase beta activity; P06746; Pol beta primer extension/strand displacement, fluorescence kinetic; Potency, µM (top dose mostly 114 µM), for the others: at the top dose activity change, negative = inhibition, usual class: inhibitors; hit rate 1.3% among 340,000; AID 485314; note: potency is the fitted concentration of half-maximal effect; % is set by controls: 0 for no effect and ±100 for the full control effect
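Values derive from four-parameter Hill fits of normalized kinetic data: reads at 0 and 10 min following addition of 50 nM substrate to 10 nM Pol beta preincubated 15 min with compound.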
APEX1 inh = inhibitors of human APE1 endonuclease; P27695; recombinant APE1, TAMRA/BHQ-2 abasic DNA cleavage fluorescence; Potency, µM (highest dose often 65.8 µM), for inactives: at the top dose activity change, negative = inhibition, hits mostly inhibitors; hit rate 0.35% among 350,000; AID 2517;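 note: potency is the fitted concentration of half-maximal effect; plate controls were vehicle for no effect and reference inhibitor for full effect; nearly all actives have a fitted effect of over 55% in size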
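Kinetic fluorescence read (525 ex/598 em nm, three reads 60 s apart) of AP-site incision; signal = third minus first read. Enzyme 0.75 nM, dual-labelled THF duplex 50 nM, compound preincubation 15 min RT.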
ERG Ets-DNA blk = blocks human ERG Ets domain binding to DNA; P11308; fluorescence polarization, His-ERG Ets domain / labelled DNA; Potency, µM (doses to about 76.9 µM), for inactives: at the top dose FP activity, negative = inhibition, actives largely listed as inhibitors; hit rate 0.028% among 370,000; active = well fitted inhibition curve with a large enough effect in the polarisation, with a control signal flat; inconclusive = small, poorly fitted or top-dose-only effect, or effect the other way, or a change in a side signal; inactive = no such curve, though single readings can be large or run the other way; the % refers to the polarisation;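 note: polarization taken with two DNA probes labelled with fluorescein and Texas red; potency is the fitted concentration of half-maximal effect; % of control where 0% means no effect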
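His-tagged ERG Ets domain (1 uM in the protein solution; 300mM KCl, 50mM Tris-HCl, 1mM EDTA, 1mM DTT, pH 7.5) received compound, then a probe mix of 5 nM fluorescein-DNA and 100nM Texas-615-DNA. Fluorescence polarization was read for both dyes.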
TRHR agonist = agonists of human TRH receptor | hit rate 0.18% among 360,000 | TRHR cells, calcium flux fluo-8, FDSS agonist mode | AID 493084 | activation, % at 2 µM | P34981; in the data active = activation above about 30%; note: 0% is about no effect
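In this calcium-flux screen, cells bearing human TRHR are dye-loaded with fluo-8, baselined for 10 cycles, then exposed to library compounds; positive kinetic calcium responses during the agonist phase mark hits, with TRH as control.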
Apoferritin bind = binds horse apoferritin like a general anesthetic; hit rate 0.074% among 350,000; P02791; Potency, µM (top dose mostly 77.5 µM), without a hit: at the top dose activity change, negative = displacement, actives largely listed as inhibitors; apoferritin/1-aminoanthracene competitive binding, fluorescence; note: potency is the fitted concentration of half-maximal effect; % is set by controls: 0 for no effect and ±100 for the full control effect; nearly all actives have a fitted effect of over 20% in size
Target sequence (P02791 2-175 limits assumed): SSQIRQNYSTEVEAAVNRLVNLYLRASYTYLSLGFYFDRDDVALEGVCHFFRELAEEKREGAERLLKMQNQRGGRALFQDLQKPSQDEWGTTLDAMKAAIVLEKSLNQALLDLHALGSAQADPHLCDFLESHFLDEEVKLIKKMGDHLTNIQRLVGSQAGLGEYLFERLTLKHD
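In PBS, apoferritin at 10 uM is loaded with 1-AMA from a 50% saturated solution. After 10 min of compound exposure at ambient temperature, reduced 535 nm fluorescence indicates probe displacement.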
12-LOX inh = ALOX12 (human) lipoxygenase inhibition | hit rate 1.1% among 580,000 | purified 12hLO, xylenol orange hydroperoxide absorbance | P18054 | Potency, µM (series often up to 108 µM), for inactives: at the highest dose activity change, negative = inhibition, most hits filed as inhibitors; note: potency is the fitted concentration of half-maximal effect; % is set by controls: 0 for no effect and ±100 for the full control effect
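Purified human 12hLO at 150 nM in 25 mM Hepes, 0.01% Triton X-100, pH 7.0, preincubated 15 min at room temperature with compound. Reaction started with 40 uM arachidonic acid, 30 min at room temperature. Hydroperoxide measured by Fe-xylenol orange, 573/405 nm absorbance ratio.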
BLM inh = Bloom syndrome helicase (human) inhibition | P54132 | recombinant BLM DNA unwinding, fluorescence dequenching | Potency, µM (titrated, usually from 56.1 µM), without a hit: at the highest dose activity change, negative = inhibition, most hits filed as inhibitors | hit rate 0.2% among 350,000 | AID 2528;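 note: potency is the fitted concentration of half-maximal effect; plate controls were vehicle for no effect and no enzyme for full effect; nearly all actives have a fitted effect of over 35% in size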
An asterisk follows results filed as active; ? = inconclusive; . = no result given; [ ] = remark or other dose. Unless noted, calls come from the whole dose curve; as a rule, active = well fitted curve in the direction sought with a large enough effect; inconclusive = small, poorly fitted or top-dose-only effect, or another doubt; inactive = no such curve, though single readings can be large; an effect the other way counts as inactive or inconclusive. These rows are one share of the data. The share of hits here may be higher or lower than overall.

The line under a structure holds: Pol iota inh	POLK inh	Pol beta inh	APEX1 inh	ERG Ets-DNA blk	TRHR agonist	Apoferritin bind	12-LOX inh	BLM inh
- COc1ccccc1N1CCN(C(=O)CCc2nnc3n(C)c(=O)c4sccc4n23)CC1
→ -6%	-16%	0%	.	5%	-1.2	46%[activator]	-21%	0%
- Cc1ccc(NC(=O)c2ccc(=O)n(CC(=O)Nc3cc(C)cc(C)c3)n2)cc1
→ 9%	1%[60.1 µM]	-29%	.	1%	-0.1	-5%	-16%	-5%
- Cc1ccc(CNC(=O)Cn2cc3c(n2)-c2c(oc(C(=O)N4CCOCC4)c2C)CC3)cc1
→ 28%	-10%	3%	.	5%	-0.1	5%	-2%	1%
- COc1ccc(C2Nc3ccccc3NC3=C2C(=O)CC(C)(C)C3)cc1 (stereo not given)
→ ?	12%	45%	-8%	-18%	0.6	9%	-27%	-3%
- C=C(C)CNC(=S)NNC(=O)c1ccc(Br)cc1
→ 177%[activator]	-9%	-1%	0%	0%	0.3	4%	6%	1%
- C=CCNC(=O)c1onc(CSc2cccc(OC)c2)c1C(=O)NCC=C
→ 24%	13%	22%	3%	0%	-0.3	4%	-2%	-8%
- COc1ccccc1CC(=O)NCCc1c[nH]c2ccccc12
→ -5%	-2%	-5%	27%	17%	0.0	-10%	7%	-1%
- CCOc1ccc(OCCC(=O)N(CC)CC(=O)NCc2cccs2)cc1
→ 17%	-12%	.	-3%	-3%	0.1	.	221%[activator]	.
- C/C(=N/NC(=O)c1nnn(-c2nonc2N)c1COc1ccccc1)c1ccccc1
→ -14%	-19%	-1%	23%	2%	0.4	-8%	-24%	-4%
- Cc1ccc(C)c(NC(=S)N2CCCCCC2)c1
→ 17%	-19%	2%	2%	-8%	-0.2	-9%	0%	4%
- COc1ccc(N2CCN(c3ncnc4sc(C(=O)NCC5CCCO5)c(C)c34)CC2)cc1 (stereo not given)
→ 60%[activator]	-6%	15%	66%[activator]	-1%	-0.1	1%	-3%	-14%
- COC(C/C=C/[C@@H](O)[C@@H](C)OCc1ccccc1)OC
→ 36%[activator]	6%	.	.	11%	.	.	-44%	.
- O=C(Oc1ccccc1Cl)c1ccccc1P(=O)(O)O
→ 12%	-13%	5%	5%	3%	0.4	-12%	-12%	-3%
- Cc1csc(NC(=O)c2cc(=O)[nH]c3ccc(S(=O)(=O)N4CCOCC4)cc23)n1
→ 4%	-3%	0%	-1%	4%	-0.4	45%[activator]	-14%	3%
- Cc1ccc(NC(=O)CCC(=O)N/N=C/c2ccccc2O)cc1
→ ?	6%	4%	18%	4%	0.1	-7%	0%	-4%
- O=C1CSC(c2ccccc2[N+](=O)[O-])N1CCc1ccccc1 (stereo not given)
→ 7%	3%[60.1 µM]	36%	4%	4%	0.9	-20%	-3%	-3%
- O=C1/C(=C/c2cccnc2)SC(=S)N1c1ccc(O)cc1
→ ?	4%	-13%	0%	30%	0.4	3%	-5%	-8%
- COCCNc1ncnc2ccc(-c3cccnc3)cc12
→ .	7%[60.1 µM]	.	-1%	.	.	.	?	2%
- Cc1ccc(NC(=O)CN(Cc2ccco2)Cc2ccccc2O)cc1C
→ 43%[activator]	-6%	-1%	32%[activator][12.4 µM]	1%	0.3	-17%	-11%	-11%
- O=c1c2ccccc2nnn1CCN1CCOCC1
→ -2%	-1%	2%	9%	13%	0.5	-2%	-8%	-3%
- COc1ccc(-n2nc(C(=O)NCC(=O)NCCc3ccc(OC)c(OC)c3)c3ccccc3c2=O)cc1Cl
→ 17%	-9%	8%	-11%	1%	0.0	-11%	-11%	3%
- CC(C)(C)OC(=O)NCCCCCc1nnc(SCc2c(F)cccc2Cl)o1
→ 25%	0%	6%	-4%	10%	-0.5	-5%	-24%	-16%
- Cc1ccc2cc(C#N)c(SCC(=O)NCC3CCCO3)nc2c1 (stereo not given)
→ -3%	7%	29%	-1%	10%	-0.9	-6%	0%	-3%
- Nc1[nH]ncc1-c1ccccc1
→ 54%[activator]	7%	1%	-9%	2%	1.0	-8%	6%	-1%
- Cc1cnc(C(=O)OCC(=O)Nc2cc(Cl)cc(Cl)c2)cn1
→ 13%	-5%	-8%	-8%	.	0.1	-10%	-10%[57.4 µM]	-4%
- CC(C)C[C@H](NC(=O)c1[nH]cnc1C(=O)N[C@H](C)c1ccccc1)C(=O)OCc1ccccc1
→ -4%	-6%	-10%	-6%	-10%	0.4	-1%	1%	-15%
- CC(C)(C)n1ncc2c(=O)n(CC(=O)NCCc3ccccc3)cnc21
→ 1%	0%	1%	-4%	-14%	0.0	-12%	1%	4%
- COc1ccc(C#Cc2c(-c3ccc(OC)cc3)oc3ccc(-c4ccc(OC)cc4)cc23)cc1
→ 8%	-14%	.	.	5%	.	.	?	.
- COCCNC(=O)c1ccc2c(=O)n(CCCN3CCCC3=O)c(=S)[nH]c2c1
→ 164%[activator]	-11%	21%	12%	-4%	0.1	-7%	10%	-1%
- CCN(CC)CCCNC(=O)c1nn(-c2ccc(OC)cc2OC)c(=O)c2ccccc12
→ 3%	-15%	0%	2%	-5%	0.1	4%	-5%	-5%
- CCCCCCCNC(=O)C1(CC2CC(c3ccc(Cl)cc3)=NO2)CCN(C(=O)c2ccccc2)CC1 (stereo not given)
→ 25%	-22%	19%	5%	4%	0.6	-14%	-12%	-7%
- CCC1CCCCN1C(=O)Cn1c(=O)n(CCC(=O)NCc2ccco2)c(=O)c2sccc21 (stereo not given)
→ 7%	-10%	7%	-6%	2%	0.3	-11%	8%	0%
- COc1ccc(CCNc2nc3c(c(=O)n(C)c(=O)n3C)n2Cc2ccccc2Cl)cc1OC
→ 18%	8%	5%	.	-8%	-0.6	?	-21%	-4%
- Cc1cc(C)c(C)c(S(=O)(=O)N2CCN(CC(=O)c3c(N)n(Cc4ccccc4)c(=O)n(C)c3=O)CC2)c1C
→ -3%	-1%	4%	4%	-6%	0.9	?	-15%	-10%
- Cc1ccccc1OCC(=O)NC(=S)Nc1ccc(N2CCOCC2)c(Cl)c1
→ 1%	-9%	-10%	12%	-4%	0.4	-12%	0%	-3%
- COc1ccccc1OCc1ccc(C(=O)NN)cc1
→ 64%[activator]	-4%	19%	-1%	3%	-0.5	?	-9%	0%
- Cc1cccc(C)c1-c1ccc(CN2C(CC(C)C)C(=O)N(Cc3cn(CC4CCCCC4)nn3)CCS2(=O)=O)cc1 (stereo not given)
→ 7%	-18%	.	.	9%	.	.	-85%	.
- O=C(COC(=O)CCSc1ccccc1Cl)Nc1ccc(F)cc1F
→ 7%	-20%	-1%	2%	8%	0.8	?	-1%	-9%

12 consecutive entries out of the list so far, quoted:
The line under a structure holds: Pol iota inh	POLK inh	Pol beta inh	APEX1 inh	ERG Ets-DNA blk	TRHR agonist	Apoferritin bind	12-LOX inh	BLM inh
- CC(C)C[C@H](NC(=O)c1[nH]cnc1C(=O)N[C@H](C)c1ccccc1)C(=O)OCc1ccccc1
→ -4%	-6%	-10%	-6%	-10%	0.4	-1%	1%	-15%
- CC(C)(C)n1ncc2c(=O)n(CC(=O)NCCc3ccccc3)cnc21
→ 1%	0%	1%	-4%	-14%	0.0	-12%	1%	4%
- COc1ccc(C#Cc2c(-c3ccc(OC)cc3)oc3ccc(-c4ccc(OC)cc4)cc23)cc1
→ 8%	-14%	.	.	5%	.	.	?	.
- COCCNC(=O)c1ccc2c(=O)n(CCCN3CCCC3=O)c(=S)[nH]c2c1
→ 164%[activator]	-11%	21%	12%	-4%	0.1	-7%	10%	-1%
- CCN(CC)CCCNC(=O)c1nn(-c2ccc(OC)cc2OC)c(=O)c2ccccc12
→ 3%	-15%	0%	2%	-5%	0.1	4%	-5%	-5%
- CCCCCCCNC(=O)C1(CC2CC(c3ccc(Cl)cc3)=NO2)CCN(C(=O)c2ccccc2)CC1 (stereo not given)
→ 25%	-22%	19%	5%	4%	0.6	-14%	-12%	-7%
- CCC1CCCCN1C(=O)Cn1c(=O)n(CCC(=O)NCc2ccco2)c(=O)c2sccc21 (stereo not given)
→ 7%	-10%	7%	-6%	2%	0.3	-11%	8%	0%
- COc1ccc(CCNc2nc3c(c(=O)n(C)c(=O)n3C)n2Cc2ccccc2Cl)cc1OC
→ 18%	8%	5%	.	-8%	-0.6	?	-21%	-4%
- Cc1cc(C)c(C)c(S(=O)(=O)N2CCN(CC(=O)c3c(N)n(Cc4ccccc4)c(=O)n(C)c3=O)CC2)c1C
→ -3%	-1%	4%	4%	-6%	0.9	?	-15%	-10%
- Cc1ccccc1OCC(=O)NC(=S)Nc1ccc(N2CCOCC2)c(Cl)c1
→ 1%	-9%	-10%	12%	-4%	0.4	-12%	0%	-3%
- COc1ccccc1OCc1ccc(C(=O)NN)cc1
→ 64%[activator]	-4%	19%	-1%	3%	-0.5	?	-9%	0%
- Cc1cccc(C)c1-c1ccc(CN2C(CC(C)C)C(=O)N(Cc3cn(CC4CCCCC4)nn3)CCS2(=O)=O)cc1 (stereo not given)
→ 7%	-18%	.	.	9%	.	.	-85%	.
